Screens (PubChem)
Rv3671c inh: Rv3671c serine protease inhibitors, primary screen, biochemical, fluorescence polarization, M. tuberculosis H37Rv. P9WHR9. inhibition, % at 5.96 µM. actives 0.048% (n = 320,000); in the data active = inhibition above about 38%;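 also: extracellular domain of Rv3671c used as enzyme; 0% = enzyme with DMSO and 100% = no enzyme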
SARS 3CLpro inh: SARS-CoV 3CLpro protease inhibitors, primary screen, biochemical, quenched FRET; actives 0.14% (n = 290,000); inhibition, % at 6 µM; recombinant SARS-CoV 3CLpro, quenched FRET peptide cleavage; in the data active = inhibition above about 12%
CCHF vOTU inh: CCHFV vOTU protease inhibitors, primary screen, biochemical, Pep-AMC substrate, fluorescence | inhibition, % at 11.5 µM | Crimean-Congo hemorrhagic fever virus L polyprotein viral ovarian tumor (vOTU) protease … | actives 0.55% (n = 370,000) | AID 651958, 2012; in the data active = inhibition above about 30%; also: 0% = vehicle wells with enzyme and 100% = no enzyme wells
MazF activator: activators of E. coli MazEF toxin-antitoxin RNase, primary screen, biochemical, fluorescence, uHTS | Endoribonuclease toxin MazF (Escherichia coli (strain K12)), P0AE70 | FAM/BHQ RNA-DNA oligo cleavage fluorescence, 5 h | activation, % at 20 µM | actives 0.32% (n = 350,000); in the data active = activation above about 50%
DUSP3 inh: VHR1 phosphatase inhibitors, primary screen, biochemical, absorbance, uHTS. Dual specificity protein phosphatase 3 (Homo sapiens), P51452. recombinant VHR phosphatase, pNPP absorbance. inhibition, % at 13.3 µM. actives 0.52% (n = 290,000). AID 1654, 2009; in the data active = inhibition above about 50%; also: some compounds called inactive have numbers as strong as hits
TcdB GH inh: TcdB glycohydrolase inhibitors, primary screen, biochemical, single point, plate reader; TcdB glycohydrolase enzymatic assay; inhibition, % at 9.99 µM; actives 0.24% (n = 350,000); in the data active = inhibition above about 10%
PrPC TRFRET: inhibitors of human cell surface prion protein PrPC, primary screen, cell-based, TR-FRET | Major prion protein (Homo sapiens), P04156 | TR-FRET read-out | inhibition, % at 13.8 µM | actives 0.43% (n = 370,000); in the data active = inhibition above about 24%; also: 0% = median of the test wells and 100% = reference compound wells
Vc quorum ag: inducers of Vibrio cholerae quorum light production without autoinducers, primary screen, BH1578 luxS cqsA deficient, single point; V. cholerae BH1578 lux reporter, luminescence, 6 h; activation, % at 18.7 µM; actives 0.16% (n = 350,000); AID 588436, 2011; in the data active = activation mostly above about 9.7%, no sharp cut-off; also: not every result past the cut was called active; inactives centre near 0; reference of the scale not given here
Y pestis TopoI: Yersinia pestis topoisomerase I inhibitors, primary screen, biochemical, cleavage product accumulation, plate reader, single point. DNA topoisomerase I (Yersinia pestis CO92). Y. pestis Topo-I cleavage product accumulation. actives 0.064% (n = 360,000). activity, % at 10 µM; in the data active = activity above about 50%, passing the limit was not always enough; also: inactives centre near 2
PriA SSB inh: inhibitors of Klebsiella pneumoniae PriA binding to SSB C-terminal tail, primary screen, biochemical, AlphaScreen; AID 1272365, 2023; actives 0.6% (n = 430,000); PriA–SSB C-terminal tail interaction (Klebsiella pneumoniae); AlphaScreen SSBct-PriA binding, biotinylated peptide; inhibition, % at 33 µM; in the data active = inhibition mostly above about 37%, no sharp cut-off; inactive = mostly below about 20%;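 also: plate controls were negative control peptide for no effect and reference peptide for full effect; strong numbers were not always called active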
* marks the source's active call; other numbers are inactive results; i = inactive; / = not tested or not shown. An excerpt; count on the stated rates, not on these rows.

nr | SMILES | Rv3671c inh | SARS 3CLpro inh | CCHF vOTU inh | MazF activator | DUSP3 inh | TcdB GH inh | PrPC TRFRET | Vc quorum ag | Y pestis TopoI | PriA SSB inh
1 | Cc1c(NS(=O)(=O)c2cccc(C(=O)NCc3ccncc3)c2)c(=O)n(-c2ccccc2)n1C | 0 | 2 | 2 | 9 | 2 | / | -4 | 3.8 | 6 | -5
2 | Cc1cc(NC(=O)CSCC(=O)N2CCN(c3ccccc3)CC2)no1 | 5 | / | 3 | 6 | / | 0.8 | 5 | i | -9 | -18
3 | Cc1cc(N)ccc1-c1cc2ccccc2oc1=O | -1 | 1 | -11 | 9 | -4 | 0.3 | 1 | i | 1 | -11
4 | Cc1cn(C(=O)C(C)N2C(=O)c3ccccc3C2=O)c(C)n1 (stereo not given) | -1 | -8 | -15 | 4 | 24 | 1.8 | 0 | i | 0 | -6
5 | O=C(CNC1CCCCC1)Nc1ccc(Cl)cc1 | 0 | 0 | -6 | -8 | 12 | -1.6 | 9 | -0.6 | -6 | -19
6 | CN(C)S(=O)(=O)c1ccc2oc(SCC(=O)NCC(F)(F)F)nc2c1 | -4 | -4 | -6 | 9 | -22 | 0.9 | -3 | i | 1 | -9
7 | CCCC(=O)Nc1ccc(-c2ccc(NC(=O)CCC)cc2)cc1 | -5 | 0 | -5 | 3 | 6 | / | 0 | -0.3 | -4 | -8
8 | S=c1nc(-c2ccc(Cl)cc2)[nH][nH]1 | 5 | -3 | -4 | 10 | 9 | 12* | -2 | -0.6 | 4 | 4
9 | CCCc1n[nH]c2c1/C(=N\O)CCC2 | 2 | -3 | -2 | 6 | -6 | / | -5 | -3.2 | 3 | /
10 | CCCS(=O)(=O)N1CCN(Cc2ccc(OCc3ccccc3)c(OC)c2)CC1 | 9 | 4 | 16 | -2 | / | / | 2 | i | 16 | -31
11 | Cc1ccc2cc(NC(=O)c3ccccc3)ccc2n1 | -7 | 0 | -2 | 1 | 7 | 4.2 | 5 | i | 1 | -3
12 | CCc1cccc(C)c1NC(=O)CCOc1ccccc1 | -4 | -3 | -14 | 1 | 11 | 0.2 | 0 | -0.6 | -1 | 14
13 | Cc1cc(C(=O)N2CCCC(N3CCN(c4ccccc4C)CC3)C2)no1 (stereo not given) | / | / | 2 | -2 | / | 1.2 | 2 | 4.8 | 14 | /
14 | O=S(=O)(c1ccc(F)cc1)N1CCN(CC(O)COCc2ccccc2)CC1 (stereo not given) | / | / | 19 | 5 | / | 0.7 | -7 | -1.4 | 15 | 4
15 | COc1ccc(CN2C=C3C(=O)C(C)(OC(=O)C4CCCC4)C(=O)C=C3C=C2c2ccsc2)cc1 (stereo not given) | -10 | / | 9 | 4 | 15 | 0.0 | -14 | i | 21 | 0
16 | Cc1c(C(=O)O)oc2c(F)cccc12 | -1 | 2 | -6 | -6 | 37 | -2.0 | -2 | i | -10 | -14
17 | Cc1ccc(-c2cc(C(=O)NC3CCN(Cc4ccccc4)CC3)c3ccccc3n2)cc1 | 5 | / | 6 | -4 | / | 1.7 | 2 | i | 13 | -7
18 | O=C(CCN1C(=O)C2CC=C(Cl)CC2C1=O)NCc1ccccc1 (stereo not given) | -6 | 3 | 2 | 0 | 33 | / | 5 | / | 15 | -10
19 | COc1cc(C(=S)N2CCOCC2)ccc1O | -9 | 0 | 6 | 0 | 11 | -0.4 | -4 | i | 2 | 2
20 | CC(=O)NC1C(OCc2ccccc2)OC(CO)C(OC(C)=O)C1OC(C)=O (stereo not given) | 4 | 5 | -6 | 5 | 15 | / | 2 | 1.0 | -8 | -11
21 | Cn1c(=O)n(Cc2ccc(F)cc2)c(=O)c2c1nc1n2CCCN1Cc1ccccc1 | 6 | 1 | 4 | 5 | 1 | / | -3 | i | -4 | -3
22 | COc1ccc(NC(=O)c2cc(-c3cc(C)ccc3O)n[nH]2)cc1Cl | -5 | -4 | 27 | -3 | 8 | / | -1 | -0.4 | 1 | 11
23 | COC(=O)C1CCCN1S(=O)(=O)c1ccccc1NC(=O)c1cc(OC)c(OC)c(OC)c1 (stereo not given) | -2 | 5 | -5 | 2 | / | 0.9 | 3 | -1.3 | 14 | 0
24 | CCOC(=O)C(NC(=O)c1ccc(OC)cc1)(OCC1(CC)COC1)C(F)(F)F (stereo not given) | 2 | -3 | 19 | -9 | 25 | 1.5 | 6 | / | -5 | -9
25 | Cc1cccc(OCC(=O)OC(C)C(=O)Nc2ccc(S(=O)(=O)N3CCCCC3)cc2)c1 (stereo not given) | -27 | / | 11 | 1 | / | 1.7 | -4 | i | -4 | 4

Whole records as entered above. Screens in order: Rv3671c inh, SARS 3CLpro inh, CCHF vOTU inh, MazF activator, DUSP3 inh, TcdB GH inh, PrPC TRFRET, Vc quorum ag, Y pestis TopoI, PriA SSB inh
`O=S(=O)(c1ccc(F)cc1)N1CCN(CC(O)COCc2ccccc2)CC1` (stereo not given) is entered as /, /, 19, 5, /, 0.7, -7, -1.4, 15, 4
`COc1ccc(NC(=O)c2cc(-c3cc(C)ccc3O)n[nH]2)cc1Cl` is entered as -5, -4, 27, -3, 8, /, -1, -0.4, 1, 11

Returning to the listing with the two entries that preceded the break.
nr | SMILES | Rv3671c inh | SARS 3CLpro inh | CCHF vOTU inh | MazF activator | DUSP3 inh | TcdB GH inh | PrPC TRFRET | Vc quorum ag | Y pestis TopoI | PriA SSB inh
24 | CCOC(=O)C(NC(=O)c1ccc(OC)cc1)(OCC1(CC)COC1)C(F)(F)F (stereo not given) | 2 | -3 | 19 | -9 | 25 | 1.5 | 6 | / | -5 | -9
25 | Cc1cccc(OCC(=O)OC(C)C(=O)Nc2ccc(S(=O)(=O)N3CCCCC3)cc2)c1 (stereo not given) | -27 | / | 11 | 1 | / | 1.7 | -4 | i | -4 | 4
26 | COc1ccc2oc(C(=O)OCC(=O)N(C)c3c(N)n(Cc4ccccc4)c(=O)[nH]c3=O)c(C)c2c1 | -5 | / | -4 | -1 | / | 1.6 | 8 | -0.9 | 4 | -9
27 | COc1ccccc1N(CC(=O)NC1CCCC1)C(=O)CCC(=O)Nc1cc(C)on1 | 1 | 1 | 2 | 10 | 13 | / | 7 | -18 | -4 | -12
28 | COc1ccc(-c2noc(CCCC(=O)Nc3ccc(C(N)=O)cc3)n2)cc1OC | 6 | 7 | -1 | 0 | -5 | 1.7 | -3 | -0.5 | -1 | -1
29 | CCOc1ccc(OCCC(=O)OCC(=O)Nc2ccc(N3CCOCC3)cc2)cc1 | 6 | -5 | -10 | -4 | 22 | -0.2 | -3 | -12 | -9 | -4
30 | COc1ccc(C(=O)C2CN(c3ccccc3)CC2c2ccc(Cl)cc2)cc1 (stereo not given) | 3 | -3 | 0 | 6 | 16 | / | 2 | i | -2 | 0
31 | CN(C(=O)CN1C(=O)S/C(=C\c2ccc(F)cc2)C1=O)C1CCS(=O)(=O)C1 (stereo not given) | 7 | 3 | -4 | 2 | 9 | 0.6 | -25 | -0.3 | 4 | -7
32 | C/C=C(/C)C(=O)Nc1cccc(C2=NOC3(C2)C[C@@H](C(N)=O)N(C(=O)CCCCC)C3)c1 (stereo not given in full) | -6 | / | -5 | -3 | 26 | -0.5 | -2 | -19 | 12 | 4
33 | CCc1ccc2c(c1)C(NC(C)=O)C(=O)N2CCN1CCOCC1 (stereo not given) | 19 | 14* | 18 | 5 | -4 | -8.3 | -6 | i | -3 | -16
34 | COc1ccc(C(=O)NCC(=O)OCC(=O)N2CCC(C)CC2)cc1OC | 2 | 2 | -20 | -2 | 11 | -0.1 | 4 | -1.4 | -2 | -3
35 | CCOc1ccc(/C=C/C(=O)N(CC)CC(=O)Nc2ccc3c(c2)OCCO3)cc1OC | 4 | / | -2 | 2 | / | -3.2 | -14 | i | 4 | -12
36 | Cc1ccc(CNC(=O)COC(=O)c2cncc(Br)c2)cc1 | -12 | 0 | -2 | -4 | 26 | 0.9 | 3 | i | 3 | -10
37 | COCC1CCN(Cc2c(C(=O)N3CCN(C4CCCCC4)CC3)nc3ccccn23)C1 (stereo not given) | 0 | -6 | -5 | -4 | 14 | 0.9 | -8 | i | 12 | -2
38 | O=C(C1=C(O)C(=O)N(CC2CCCO2)C1c1ccccc1[N+](=O)[O-])c1ccco1 (stereo not given) | 6 | -6 | 1 | -14 | 18 | 0.5 | -1 | i | 6 | -12
39 | COc1ccccc1/C=N/NC(=O)CCSc1ccccc1 | 2 | 0 | 6 | 1 | 1 | -0.6 | 2 | i | 3 | /
40 | O=C(Nc1ccccc1)N1CCCN(Cc2ccccc2F)C1 | -9 | 0 | 13 | 3 | 47 | / | 0 | i | 0 | -31
41 | Cn1nnnc1Sc1ncnc2scc(-c3cccc(C(F)(F)F)c3)c12 | -8 | / | 7 | -5 | / | -0.9 | 1 | 1.6 | -3 | 2
42 | Cc1ccc(S(=O)(=O)NC(=O)c2cccc(Br)c2)cc1 | 5 | 3 | 15 | 6 | 5 | 2.6 | -2 | -0.3 | 0 | -5
43 | Cc1ccc(NC(=O)CCC(=O)NNC(=O)c2cccc([N+](=O)[O-])c2)cc1C | -8 | 0 | -13 | 11 | -4 | / | -1 | i | 4 | -29
44 | Cc1cc(NC(=O)C2CC(=O)N(c3ccc(F)cc3)C2)no1 (stereo not given) | -2 | 5 | -9 | 0 | 25 | 0.6 | -5 | i | -2 | -2
45 | Cc1ccc(CN2CC(C(=O)Nc3ccc(C)cn3)CC2=O)cc1 (stereo not given) | -3 | / | -6 | 5 | / | 0.5 | -1 | -2.1 | 5 | -11
46 | O=C(c1cnn2c1NC(c1ccc(Br)cc1)CC2C(F)(F)F)N1CCN2CCCC2C1 (stereo not given) | 7 | 3 | 13 | -17 | 36 | 1.3 | -9 | i | 7 | -6
47 | COc1ccc([C@H]2N[C@]3(CCCN(CC4CCCCC4)C3=O)[C@H]3C(=O)N(C)C(=O)[C@@H]23)cc1 | / | / | 0 | 7 | / | -1.2 | -7 | -2.1 | 3 | /

Entries listed so far containing a CF3 group:
nr | SMILES | Rv3671c inh | SARS 3CLpro inh | CCHF vOTU inh | MazF activator | DUSP3 inh | TcdB GH inh | PrPC TRFRET | Vc quorum ag | Y pestis TopoI | PriA SSB inh
6 | CN(C)S(=O)(=O)c1ccc2oc(SCC(=O)NCC(F)(F)F)nc2c1 | -4 | -4 | -6 | 9 | -22 | 0.9 | -3 | i | 1 | -9
24 | CCOC(=O)C(NC(=O)c1ccc(OC)cc1)(OCC1(CC)COC1)C(F)(F)F (stereo not given) | 2 | -3 | 19 | -9 | 25 | 1.5 | 6 | / | -5 | -9
41 | Cn1nnnc1Sc1ncnc2scc(-c3cccc(C(F)(F)F)c3)c12 | -8 | / | 7 | -5 | / | -0.9 | 1 | 1.6 | -3 | 2
46 | O=C(c1cnn2c1NC(c1ccc(Br)cc1)CC2C(F)(F)F)N1CCN2CCCC2C1 (stereo not given) | 7 | 3 | 13 | -17 | 36 | 1.3 | -9 | i | 7 | -6

Copied from the list.
In MazF activator, COc1ccc(C(=O)C2CN(c3ccccc3)CC2c2ccc(Cl)cc2)cc1 (stereo not given) has the entry 6
In PrPC TRFRET, Cc1cc(NC(=O)C2CC(=O)N(c3ccc(F)cc3)C2)no1 (stereo not given) has the entry -5
In Vc quorum ag, CCOc1ccc(OCCC(=O)OCC(=O)Nc2ccc(N3CCOCC3)cc2)cc1 has the entry -12
